LRH-1 inv ag = LRH-1 (NR5A2) inverse agonists, primary screen, cell-based, luminescence, HEK293T, StAR-luciferase reporter | inhibition, % at 3.6 µM | 360,000 compounds, 0.13% hits | Nuclear receptor subfamily 5 group A member 2 (Homo sapiens), O00482 | LRH-1 transfected, 24 h;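 active = inhibition above the mean inhibition of all tested compounds plus 3 SD, cut at about 73% in these data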;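 also: 0% = DMSO wells and 100% = reporter-only cells lacking LRH-1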
Target sequence (O00482 whole entry, looked up): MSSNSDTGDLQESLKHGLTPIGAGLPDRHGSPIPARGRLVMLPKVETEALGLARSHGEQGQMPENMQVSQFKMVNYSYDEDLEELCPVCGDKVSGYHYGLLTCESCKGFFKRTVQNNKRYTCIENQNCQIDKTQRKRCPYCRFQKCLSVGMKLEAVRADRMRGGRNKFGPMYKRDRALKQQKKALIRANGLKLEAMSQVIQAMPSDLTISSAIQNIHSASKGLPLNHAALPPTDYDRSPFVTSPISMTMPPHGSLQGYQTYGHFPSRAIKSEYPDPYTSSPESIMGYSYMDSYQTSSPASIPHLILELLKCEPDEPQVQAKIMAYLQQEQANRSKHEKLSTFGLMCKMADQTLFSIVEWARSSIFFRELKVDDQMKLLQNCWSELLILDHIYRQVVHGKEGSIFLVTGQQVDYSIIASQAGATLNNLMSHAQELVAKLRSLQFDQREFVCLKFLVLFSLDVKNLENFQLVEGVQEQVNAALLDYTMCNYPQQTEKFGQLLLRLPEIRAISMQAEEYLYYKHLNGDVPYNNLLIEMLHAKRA
MC4R antag cAMP = MC4R antagonists of cAMP signaling, primary screen, cell-based, TR-FRET, antagonist arm of biased-ligand search; Melanocortin receptor 4 (Homo sapiens), P32245; MC4R-expressing cells, MTII-stimulated cAMP, LANCE TR-FRET; inhibition, % at 6.5 µM; 360,000 compounds, 0.48% hits;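 active = inhibition above its plate's cutoff, the mean of tested wells on that plate plus 3 SD, cut at about 29% in these data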;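 also: 0% = Melanotan II alone and 100% = Melanotan II plus saturating MCL0020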
Target sequence (P32245 whole entry, looked up): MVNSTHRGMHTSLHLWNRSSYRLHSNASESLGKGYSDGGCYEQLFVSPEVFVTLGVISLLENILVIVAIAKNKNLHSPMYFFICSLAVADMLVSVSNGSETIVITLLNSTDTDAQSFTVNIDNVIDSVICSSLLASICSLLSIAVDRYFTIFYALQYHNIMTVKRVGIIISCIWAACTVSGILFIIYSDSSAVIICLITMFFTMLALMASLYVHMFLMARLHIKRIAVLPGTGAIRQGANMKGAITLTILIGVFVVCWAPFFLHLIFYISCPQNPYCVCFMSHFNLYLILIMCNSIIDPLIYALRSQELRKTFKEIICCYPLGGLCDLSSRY
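material = U2OS cells stably expressing human melanocortin 4 receptor (MC4R) | also added = Melanotan II challenge | dosing = single nominal compound dose of 6.5 µM | detection = TR-FRET with Eu-cAMP and labeled anti-cAMP, 671 nm | replication = singlicate | timing = compound 30 min, challenge 1 h, detection 1 h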
NOD2-RIPK2 inh = NOD2-RIPK2 binding disruptors in cells, primary screen, fluorescence, CHO cells, BLA complementation; Receptor-interacting serine/threonine-protein kinase 2 (Homo sapiens), O43353; CCF4 ratio; 360,000 compounds, 0.38% hits; inhibition, % at 4.98 µM; in the data active = inhibition above about 21%;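 also: 0% = vehicle only and 100% = reference blocker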
MC4R barr agon = MC4R agonists recruiting beta-arrestin, primary screen, cell-based, luminescence, agonist arm of biased-ligand search; Melanocortin receptor 4 (Homo sapiens), P32245; U2OS MC4R beta-arrestin complementation; percent of melanotan II response, DMSO zero; activation, % at 8.9 µM; 360,000 compounds, 0.98% hits;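 active = activation above a per-plate cutoff, the mean activation of sample wells on that plate plus 3 SD, cut at about 8% in these data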
NCOA2 inhibitor = inhibition of GAL4-SRC2 driven luciferase reporter, primary screen, SRC2 inhibitor project, cell-based, luminescence | Nuclear receptor coactivator 2 (Homo sapiens), Q15596 | HEK293 GAL4-SRC2 luciferase reporter | inhibition, % at 9 µM | 370,000 compounds, 0.17% hits | AID 651957, 2012;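 active = inhibition above the mean inhibition of all tested compounds plus 3 SD, set per campaign, cut at about 52% in these data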;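 also: 0% = DMSO treated cells and 100% = cells given Gossypol at 36 µM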
TLR9-MyD88 block = inhibitors of TLR9-MyD88 association in cells, primary screen, cell-based, CHO, BLA complementation, fluorescence; Toll-like receptor 9 (Homo sapiens) + Myeloid differentiation primary response protein …; CCF4 FRET ratio; inhibition, % at 4.98 µM; 340,000 compounds, 0.21% hits;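 active = inhibition above the mean over all tested compounds plus 3 SD, cut at about 21% in these data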;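 also: 0% = DMSO only wells and 100% = clavulanate BLA inhibitor control wells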
COUP-TFII inh = NR2F2 transcriptional activity inhibitors, primary screen, cell-based, luciferase reporter, HEK293T, luminescence; COUP transcription factor 2 (Homo sapiens), P24468; HEK293T NGFI-A luciferase reporter; inhibition, % at 8.6 µM; 370,000 compounds, 0.7% hits;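 active = inhibition above a per-plate cutoff, mean inhibition of test wells between control levels plus 3 SD, cut at about 38% in these data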;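 also: cells cotransfected with COUP-TFII expression vector driving the NGFI-A reporter; 0% = median of COUP-TF2 test wells and 100% = reporter-only cells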
SRC3 inh = SRC3 coactivator transcriptional activity inhibitors, primary screen, cell-based, luminescence; Nuclear receptor coactivator 3 (Homo sapiens), Q9Y6Q9; HEK293 GAL4-SRC3 luciferase reporter; inhibition, % at 3.6 µM; 360,000 compounds, 0.17% hits;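 active = inhibition above a per-campaign cutoff, the mean of all compounds plus 3 SD, cut at about 60% in these data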;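 also: 0% = DMSO-treated cells and 100% = gossypol-treated cells at 36 µM; higher means less SRC3-driven luciferase light from the GAL4 reporter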
LMP1 NFkB inh = EBV LMP1-driven NF-kappaB luciferase reporter inhibitors, primary screen, cell-based, luminescence, single point; LMP1-induced NF-kappaB luciferase reporter cells; 350,000 compounds, 0.69% hits; inhibition, % at 12.5 µM; in the data active = inhibition above about 41%;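 also: 0% = neutral control wells and 100% = reference inhibitor control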
SRC1 inh = SRC1 coactivator transcriptional activity inhibitors, primary screen, cell-based, luminescence. Nuclear receptor coactivator 1 (Homo sapiens), Q15788. 360,000 compounds, 0.12% hits. inhibition, % at 3.6 µM. HEK293 GAL4-SRC1 luciferase reporter;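 active = inhibition above the campaign mean plus 3 SD, with each screening campaign given its own cutoff, cut at about 60% in these data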;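 also: 0% = DMSO treated cells and 100% = gossypol at 36 µM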
ABHD5-PLIN5 inh = ABHD5-PLIN5 interaction inhibitors, primary screen, cell lysate, split luciferase complementation, luminescence; Split G. princeps luciferase complementation, 4 h; inhibition, % at 4 µM; 360,000 compounds, 0.78% hits; AID 602281, 2012;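 active = inhibition above the mean inhibition across every tested compound plus 3 SD, cut at about 22% in these data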;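 also: 0% = DMSO only wells and the 100% control is not disclosed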
Active calls of the source: *; · = no result given.

nr	mol	LRH-1 inv ag	MC4R antag cAMP	NOD2-RIPK2 inh	MC4R barr agon	NCOA2 inhibitor	TLR9-MyD88 block	COUP-TFII inh	SRC3 inh	LMP1 NFkB inh	SRC1 inh	ABHD5-PLIN5 inh
1	O=c1c(N2CCCCC2)coc2ccccc12	-14	-1	-14	-1.4	0	-2	13	-43	-17	-26	0
2	CC(=O)C1=C(O)C(=O)N(Cc2ccccc2)C1c1cccc([N+](=O)[O-])c1 (configuration not stated)	5	9	-9	-2.3	-4	-7	-30	18	·	5	2
3	CCOc1ccc(CCNC(=O)CSc2ncn[nH]2)cc1OCC	-3	21	-3	-2.7	-23	-5	0	-8	4	-6	4
4	CC(C)C(NC(=S)Nc1ccccc1)C(=O)O (configuration not stated)	-6	5	5	-0.7	8	-7	1	8	3	0	3
5	Cc1csc(SCC(=O)NC(=O)NCCC(C)C)n1	-8	-4	0	-1.7	7	-3	26	8	-7	-14	8
6	CS/C(=N\S(=O)(=O)c1ccccc1)c1ccccc1	15	11	-3	-0.4	3	6	-4	6	8	-1	4
7	Cc1[nH]c2ccccc2c1CCNC(=O)c1c(N)no[n+]1[O-]	24	5	-10	-2.5	-3	-6	-21	-2	-1	-11	-1
8	COc1ccc(CCNS(=O)(=O)c2ccc3c(c2)CCN3C(=O)C2CC2)cc1OC	6	8	-7	0.6	-20	-2	0	8	8	-15	-4
9	O=C(NCCCn1ccnc1)C(F)(F)C(F)(F)C(=O)NCCCn1ccnc1	0	6	-6	-2.5	-3	-12	3	12	8	7	1
10	CCc1ccc(CN(C)CC(O)COc2cccc3ccccc23)cc1 (configuration not stated)	20	14	8	4.4	0	-10	-11	-5	4	5	7
11	O=C1CC(c2ccccc2)Sc2nc(-c3ccccc3)c(-c3ccccc3)n21 (configuration not stated)	-14	10	3	2.3	-20	-3	2	12	3	6	-1
12	CCC(OC(=O)c1cccs1)C(=O)NC1CCCCC1 (configuration not stated)	4	0	-4	-1.8	10	2	14	13	-10	-8	4
13	CCOc1ccccc1NC(=O)N1CCCc2ccccc21	9	4	-8	-1.4	-13	1	11	-23	9	2	-1
14	O=C(NC1CCCCC1)C1CCCN(S(=O)(=O)c2ccc(F)cc2)C1 (configuration not stated)	8	14	2	2.5	6	2	1	8	-2	6	11
15	Oc1ccc(Cl)cc1/C=N/c1nccs1	17	23	-3	-2.5	-26	-5	-3	15	0	6	-1
16	O=c1[nH]c(=O)n(C2OC(CO)C(O)C2O)c2c1CCCC2 (configuration not stated)	2	·	0	·	11	·	-6	20	·	-13	-1

Retrieved one by one from above:
nr	mol	LRH-1 inv ag	MC4R antag cAMP	NOD2-RIPK2 inh	MC4R barr agon	NCOA2 inhibitor	TLR9-MyD88 block	COUP-TFII inh	SRC3 inh	LMP1 NFkB inh	SRC1 inh	ABHD5-PLIN5 inh
11	O=C1CC(c2ccccc2)Sc2nc(-c3ccccc3)c(-c3ccccc3)n21 (configuration not stated)	-14	10	3	2.3	-20	-3	2	12	3	6	-1
16	O=c1[nH]c(=O)n(C2OC(CO)C(O)C2O)c2c1CCCC2 (configuration not stated)	2	·	0	·	11	·	-6	20	·	-13	-1

Whole records, quoted from the list. Screens in order: LRH-1 inv ag | MC4R antag cAMP | NOD2-RIPK2 inh | MC4R barr agon | NCOA2 inhibitor | TLR9-MyD88 block | COUP-TFII inh | SRC3 inh | LMP1 NFkB inh | SRC1 inh | ABHD5-PLIN5 inh
O=C(NCCCn1ccnc1)C(F)(F)C(F)(F)C(=O)NCCCn1ccnc1 reads 0 | 6 | -6 | -2.5 | -3 | -12 | 3 | 12 | 8 | 7 | 1
CCc1ccc(CN(C)CC(O)COc2cccc3ccccc23)cc1 (configuration not stated) reads 20 | 14 | 8 | 4.4 | 0 | -10 | -11 | -5 | 4 | 5 | 7
Oc1ccc(Cl)cc1/C=N/c1nccs1 reads 17 | 23 | -3 | -2.5 | -26 | -5 | -3 | 15 | 0 | 6 | -1
O=C(NC1CCCCC1)C1CCCN(S(=O)(=O)c2ccc(F)cc2)C1 (configuration not stated) reads 8 | 14 | 2 | 2.5 | 6 | 2 | 1 | 8 | -2 | 6 | 11
O=C1CC(c2ccccc2)Sc2nc(-c3ccccc3)c(-c3ccccc3)n21 (configuration not stated) reads -14 | 10 | 3 | 2.3 | -20 | -3 | 2 | 12 | 3 | 6 | -1

(next part)
nr	mol	LRH-1 inv ag	MC4R antag cAMP	NOD2-RIPK2 inh	MC4R barr agon	NCOA2 inhibitor	TLR9-MyD88 block	COUP-TFII inh	SRC3 inh	LMP1 NFkB inh	SRC1 inh	ABHD5-PLIN5 inh
17	c1ccc(C(c2nnnn2C2CCCC2)N2CCCCCC2)nc1 (configuration not stated)	4	-3	-3	2.0	-37	7	11	-38	7	-7	-5
18	CN(C(=O)COc1cc(=O)n(C)c2ccccc12)c1ccc(Br)cc1	1	-2	-8	-1.1	-1	-3	0	0	-22	-11	4
19	Brc1ccc(-c2nnc3sc(CN4CCC5(CC4)OCCO5)cn23)cc1	6	-1	-15	-0.8	·	1	·	18	1	1	-1
20	C/C(=N\N(C)C)C1=C(O)c2ccccc2C1=O	3	2	1	0.8	-69	-8	-26	17	-2	-2	-1
21	COc1cc(/C=C/C(=O)N2CCN(CC(O)COc3ccccc3)CC2)cc(OC)c1OC (configuration not stated)	11	0	-1	-1.6	18	-3	-9	-9	0	-28	3
22	COc1ccc(S(=O)(=O)NCCC(=O)NCc2ccc(F)cc2)cc1	-5	10	0	-1.5	5	-1	9	7	-1	-5	3
23	CC(C)(C)OC(=O)NCCCCCc1nnc(SCc2ccccc2)o1	-7	5	-1	0.6	-5	-6	2	15	-8	-8	9
24	CC(C)(C)OC(=O)N1CCC2(CC1)Oc1ccc(F)cc1C(=O)C21CC(c2ccccc2)=NO1 (configuration not stated)	-4	2	5	0.4	-3	4	13	-13	8	11	-5
25	CC1=NNC(=O)C1C(c1ccc(Cl)cc1)C(C#N)C#N (configuration not stated)	14	10	-2	-1.4	-52	·	9	0	·	-2	2
26	COc1ccc2ccccc2c1/C=N/Nc1cccc(C(=O)O)c1	-45	-3	-9	-1.1	-41	9	2	-44	-37	-49	3
27	O=C(NCCc1ccc(Cl)cc1)c1ccc2[nH]c(=O)c(=O)[nH]c2c1	18	-2	-10	-2.6	-13	1	-5	-48	0	-21	0
28	COc1ccc(Nc2nc(N/N=C/c3ccc(N(C)C)cc3)nc(C)c2[N+](=O)[O-])cc1	17	-10	-8	7.8	2	-20	16	-5	-2	-8	14
29	Fc1ccccc1CNCC1CCCO1 (configuration not stated)	9	0	0	-0.5	-29	-2	6	20	3	-6	-1
30	O=C(/C=C/c1ccccc1)OCC(=O)c1c[nH]c2ccccc12	-3	3	-6	9.3*	-49	-6	9	-9	-13	-25	-5
31	COc1ccc(C(=O)NNC(=S)NC(=O)c2cccnc2)cc1	-2	-6	1	-0.9	-15	14	-3	10	2	-5	1
32	NS(=O)(=O)c1ccc(NC(=O)/C=C/c2cn(-c3ccccc3)nc2-c2cccc(Cl)c2)cc1	4	14	3	0.9	-18	6	-11	10	-22	-6	2
33	CC(C)c1nnc(NC(=O)CN(C)S(=O)(=O)c2ccc3c(c2)OCCO3)s1	-15	1	-9	0.8	-13	1	-5	12	-2	-4	1
34	CCOC(=O)c1cnc(-n2cc(C)cn2)nc1NCc1ccc2c(c1)OCO2	-11	8	-6	0.9	-17	-2	11	-26	4	-9	1
35	COc1cccc(CN2CCCC(C(=O)N3CCCCC3)C2)c1 (configuration not stated)	-8	-1	-6	-0.1	14	-3	-8	0	-3	-6	4
36	Nc1ccn([C@@H]2O[C@H](C(=O)N3CCN(c4ccc(Cl)cn4)CC3)[C@@H](O)[C@H]2O)c(=O)n1	4	·	0	·	1	·	7	15	·	-10	-2
37	CC1CCCCN1C(=O)COc1ccc(S(=O)(=O)N2CCCC2)cc1[N+](=O)[O-] (configuration not stated)	6	10	8	0.5	-13	5	11	0	1	-1	-1
38	CC(=O)c1c(C)[nH]c(C(=O)Nc2nc(C)cs2)c1C	-70	20	-8	-2.5	11	2	18	-22	71*	-20	1
39	COc1ccc(S(=O)(=O)Nc2c(C(=O)O)[nH]c3ccc(OC)cc23)cc1	14	-5	-9	-1.4	-5	3	-9	-12	-4	-35	-2
40	O=C(CCc1ccc(S(=O)(=O)N2CCOCC2)cc1)Oc1ccccc1	6	5	-12	-1.6	1	2	14	3	-5	-1	-4

Source: PubChem (several laboratories)

Only part of the results is shown, so the mix of outcomes need not match the whole.
